Bioassay records from PubChem.
WT yeast gro inh = growth inhibition of WT yeast, mitochondrial fusion screen; mitochondrial fusion phenotypic screen, WT strain; inhibition, % at 10 µM; 190,000 compounds, 2.1% hits; AID 1362; in the data active = inhibition above about 58%; tested in S. cerevisiae
HEK293 NOD2/NF-kB = inhibition of NOD2-driven NF-kB reporter – cell-based, luminescence, uHTS, HEK293 (AID 1566); HEK293 NOD2/NF-kB luciferase reporter, luminescence; higher % means a stronger effect; 290,000 compounds, 0.63% hits; one-dose inhibition, % at 4 µM; EC50 in µM for titrated hits; in the data active = inhibition above about 50%; also: many of its hits are not listed in these tables
b-catenin transl = beta-catenin nuclear translocation modulation; HeLa beta-catenin nuclear translocation, immunofluorescence imaging; nuclear translocation activity, % at 5 µM; 190,000 compounds, 0.3% hits;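 active = nuclear translocation activity above 50% at 5 µM, with a well cell count of 50 or more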;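 also: per-cell ratio of nuclear to cytoplasmic median beta-catenin stain intensity; plate controls were DMSO negative control for no effect and GSK-3 inhibitor IX positive control for full effect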
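Test system: human HeLa cell line; Doses: 5 µM primary, 0.02–20 µM confirmation; Incubation: 24 h compound exposure, 37°C; Detection: beta-catenin immunofluorescence imaging with DAPI; Read-out: beta-catenin nuclear/cytoplasmic ratio, % activation.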
Yfh1-depleted yeast = enhancers of respiration in Yfh1-depleted yeast, dose response, Friedreich's ataxia, plus single-dose screen (AID 1465) | S. cerevisiae Yfh1-off respiration, WST-1 reduction, 72 h; higher fold induction means a stronger effect | fold induction at 50 µM; hits with a dose series show EC50 in µM | 220,000 compounds, 0.074% hits;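 active = fold induction of absorbance versus untreated yeast above a set limit, then at least 30% activation at any dose in follow-up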;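 also: activators that raise dye reduction in frataxin-depleted yeast; strong numbers were not always called active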
Dynein transport = dynein cargo transport inhibition; 220,000 compounds, 0.47% hits; z-score, hits read low; AID 1381; 3617.4 mouse cells, GR-EGFP nuclear translocation imaging; test concentration mostly 20 µM; stimulated with dexamethasone, 1 µM; stronger effect = lower value;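 active = plate z-score of nuclear minus cytoplasmic receptor signal below a set negative limit, without overly bright fluorescence or cell loss, cut at about -3.5 in these data, passing the limit was not always enough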;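 also: z-score of nuclear minus cytoplasmic ring GR-EGFP intensity difference per well; some compounds called inactive have numbers as strong as hits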
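Buffer or medium: Induction medium lacking tetracycline, stripped serum | Also added: Dexamethasone agonist, 1.0 µM final, for 30 min | Timing: 48 h induction, 1 h compound, 30 min dex at 37 °C | Detection: Formaldehyde fixation, Hoechst nuclear stain, 10x automated fluorescence imaging | Measure: Nuclear versus cytoplasmic GR-EGFP signal, averaged per well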
Autophagy HCS = alters autophagy in cells; MEF GFP-LC3 puncta imaging; test concentration mostly 10 µM; calls only at 10 µM (by protocol); 190,000 compounds, 0.98% hits;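 active = percentage of spot-positive cells more than 3 SD above its plate mean, without a fluorescence outlier flag or 80% toxicity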;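 also: spot-positive cell cutoff set from DMSO-treated cells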
Hep lipid drop = hepatic lipid droplet formation modulation; AML12 mouse hepatocytes, oleate lipid droplets, BODIPY imaging; inhibition, % at 6.5 µM; 240,000 compounds, 0.4% hits; AID 1656;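 active = lipid droplet intensity inhibited by at least 50%, with more than 500 cells counted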
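Assay system: AML12 mouse liver cells | Compound: 6.5 µM single-point dosing | Schedule: Overnight exposure | Technique: Fluorescence imaging, 20x objective, two fields per well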
MT stabilizer = microtubule stabilization, imaging screen; HeLa tubulin immunostaining HCS, 24 h; share of cells brighter than vehicle mean+2SD; % tubulin-high responders, % at 10 µM; 200,000 compounds, 0.83% hits; AID 2205;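 active = plate Z-score above 3 for both tubulin-high and condensed-nucleus cell shares, with cell loss under 80%, at 10 µM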;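 also: anti alpha tubulin signal scored within the nucleus-defined area of each cell; some results filed as inactive read as strong as hits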
Insulin prom up = MIN6 insulin promoter up-regulation | 190,000 compounds, 0.3% hits | z-score at 5 µM | MIN6 insulin promoter-GFP reporter, high-content imaging; stronger effect = higher value;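 active = z-score above 3 at 5 µM with at least 500 cells counted in the well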
WT yeast gro inh mutant strain = further read-out of WT yeast gro inh, marked with its call; inhibition, %; mitochondrial fusion phenotypic screen, mutant strain inhibition
Dynein transport cytoplasmic EGFP = further read-out of Dynein transport, marked with its call; z-score; measured here: cytoplasmic GR-EGFP intensity; stronger effect = higher value
Dynein transport nuclear GR-EGFP = second read-out of Dynein transport, no call of its own (marks repeat the call); z-score; measured here: nuclear GR-EGFP intensity;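 lower value marks the stronger effect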
Dynein transport cell count = further read-out of Dynein transport, marked with its call; z-score; measured here: cell count per field
Insulin prom up cell count = further read-out of Insulin prom up, marked with its call; cell count; measured here: cytotoxicity, nuclei count;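 total cells summed across four imaged fields per well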
Hep lipid drop cells 6.5 µM = recorded beside Hep lipid drop, whose call it bears; cell count; measured here: cell count, cytotoxicity flag;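 cells counted across two imaged fields per well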
b-catenin transl cell count 5 µM = also measured in b-catenin transl; calls as there; cell count; measured here: cell count, cytotoxicity flag
MT stabilizer Hoechst-high % = second read-out of MT stabilizer, no call of its own (marks repeat the call); % Hoechst-high responders; measured here: nuclear condensation Hoechst responders;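 share of cells brighter than vehicle mean plus two SD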
MT stabilizer cytotoxicity % = second read-out of MT stabilizer, no call of its own (marks repeat the call); toxicity, %; measured here: cytotoxicity by cell density;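 0% = mean cell density of plate MIN control wells and 100% = no cells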
Autophagy HCS cell loss 18 h = also measured in Autophagy HCS; calls as there; toxicity, %; measured here: cell loss, nuclei count;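 cell loss after 18 h compound exposure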
The depositor's hits bear a star; i = inactive; · = not tested or not shown. Not all compounds are listed; the hit share may differ from the screen's.

mol	WT yeast gro inh	WT yeast gro inh mutant strain	HEK293 NOD2/NF-kB	b-catenin transl	b-catenin transl cell count 5 µM	Yfh1-depleted yeast	Dynein transport	Dynein transport cytoplasmic EGFP	Dynein transport nuclear GR-EGFP	Dynein transport cell count	Autophagy HCS	Autophagy HCS cell loss 18 h	Hep lipid drop	Hep lipid drop cells 6.5 µM	MT stabilizer	MT stabilizer Hoechst-high %	MT stabilizer cytotoxicity %	Insulin prom up	Insulin prom up cell count
Cc1c(NC2=CC(=O)CC(C)(C)C2)c(=O)n(-c2ccccc2)n1C	-2	-4	0%	0.7	1113	i	0.62	-0.25	0.44	-0.35	i	7	35	748	2.8	1.7	10	0.87	1134
CCCCOC(=O)Nc1nc2ccc([N+](=O)[O-])cc2s1	3	-14	-11%	-4.6	1138	i	-0.8	-0.051	-0.46	-0.96	i	18	6	661	2.5	1.4	4.9	0.05	1174
COc1ccc(NC2=NCCC2)cc1	-13	-4	-13%	-0.9	1372	i	1.5	-0.14	0.41	-0.38	i	6	·	·	3.7	1.4	0.9	-0.2	1178
NC(=O)CC[C@@H]1NC(=O)[C@@H]2CCCN2C(=O)c2cc([N+](=O)[O-])cc(I)c2NCCCC[C@@H](C(=O)NC(CC(=O)O)C(N)=O)NC1=O (stereo partly drawn)	-3	-4	13%	·	·	i	1.1	-0.21	0.83	0.093	i	-49	-6	734	2.1	3.2	5.6	-4.7	641
COc1ccc(C2/C=C\CN(C(=O)NC(C)C)CC(=O)N2Cc2ccc(F)cc2)cc1 (stereo not drawn)	·	·	13%	-1.2	1154	i	0.22	-0.81	0.043	-0.033	·	·	-10	748	·	·	·	·	·
O=C(NC1CCN(Cc2ccccc2)CC1)c1ccccc1F	10	8	16%	-0.6	1176	i	0.38	-0.21	0.38	-0.41	i	-1	·	·	6.2	3.2	8.3	-0.74	943
COCCN(CCOC)c1ncc(Cl)c(C(=O)c2c(C)cc3ccccn23)n1	-10	-4	15%	-4.8	989	i	-0.34	-0.25	0.18	0.67	i	-8	·	·	2.7	1.9	6.4	-1.3	1044
NC1=NC(=O)/C(=C\c2cccs2)S1	-2	18	2%	-0.8	1060	i	0.31	-0.21	0.011	-0.14	i	9	3	615	3.2	1.6	4.4	0.79	2056
O=C(c1cc2ccccn2n1)N1CCN(c2cccc(C(F)(F)F)c2)CC1	-3	12	28%	3.4	1426	i	-1.6	-0.24	-0.66	1.1	i	-2	·	·	2.2	2.5	3.6	1.1	1354
Cc1cc(Cl)ccc1C(=O)C1CCCN(C(=O)c2n[nH]c3c2CCCC3)C1 (stereo not drawn)	13	4	19%	-0.3	987	i	-0.44	-0.29	-0.26	0.36	i	-18	-20	729	7.3	1.8	8.7	-1	1450
CC(C)C(=O)Nc1cccc(-c2cn3ccsc3n2)c1	-2	-2	-18%	1.2	1036	i	0.39	-0.27	0.53	0.025	i	0	11	718	2.7	2.5	6.7	-0.52	1295
COC(=O)c1[nH]c2ccc(F)cc2c1NC(=O)CCN1CCN(Cc2ccc3c(c2)OCO3)CC1	-1	5	10%	-0.8	1175	i	-0.24	-0.18	-0.032	0.2	i	-5	·	·	1.2	1.4	8.5	-3.4	1025
COc1cc(/C=C2\OC(=O)c3c(OC)cccc32)ccc1O	-15	-13	-35%	·	·	i	2	0.075	0.97	-1.2	i	-4	0	864	2.0	1.6	7.2	1.9	853
CC(C)(C)NC(=O)CCc1nnc(Cc2c[nH]c3ccccc23)o1	8	6	-57%	0.6	934	i	-0.53	-0.094	-0.33	0.14	i	-12	3	757	2.1	1.8	7.8	·	·
COc1ccccc1C(=O)Nc1ccc(-c2nnc(SCC(=O)O)n2C)cc1	12	5	21%	-0.8	939	i	-0.48	-0.056	-0.22	0.52	i	-12	8	803	2.2	2.3	3.6	1	935

Random excerpt: 3 compounds from above, in no set order.
mol	WT yeast gro inh	WT yeast gro inh mutant strain	HEK293 NOD2/NF-kB	b-catenin transl	b-catenin transl cell count 5 µM	Yfh1-depleted yeast	Dynein transport	Dynein transport cytoplasmic EGFP	Dynein transport nuclear GR-EGFP	Dynein transport cell count	Autophagy HCS	Autophagy HCS cell loss 18 h	Hep lipid drop	Hep lipid drop cells 6.5 µM	MT stabilizer	MT stabilizer Hoechst-high %	MT stabilizer cytotoxicity %	Insulin prom up	Insulin prom up cell count
O=C(c1cc2ccccn2n1)N1CCN(c2cccc(C(F)(F)F)c2)CC1	-3	12	28%	3.4	1426	i	-1.6	-0.24	-0.66	1.1	i	-2	·	·	2.2	2.5	3.6	1.1	1354
COc1ccc(C2/C=C\CN(C(=O)NC(C)C)CC(=O)N2Cc2ccc(F)cc2)cc1 (stereo not drawn)	·	·	13%	-1.2	1154	i	0.22	-0.81	0.043	-0.033	·	·	-10	748	·	·	·	·	·
Cc1cc(Cl)ccc1C(=O)C1CCCN(C(=O)c2n[nH]c3c2CCCC3)C1 (stereo not drawn)	13	4	19%	-0.3	987	i	-0.44	-0.29	-0.26	0.36	i	-18	-20	729	7.3	1.8	8.7	-1	1450

(list continues)
mol	WT yeast gro inh	WT yeast gro inh mutant strain	HEK293 NOD2/NF-kB	b-catenin transl	b-catenin transl cell count 5 µM	Yfh1-depleted yeast	Dynein transport	Dynein transport cytoplasmic EGFP	Dynein transport nuclear GR-EGFP	Dynein transport cell count	Autophagy HCS	Autophagy HCS cell loss 18 h	Hep lipid drop	Hep lipid drop cells 6.5 µM	MT stabilizer	MT stabilizer Hoechst-high %	MT stabilizer cytotoxicity %	Insulin prom up	Insulin prom up cell count
COC(=O)Nc1nnc(/C=C/c2ccc(OC)cc2)s1	19	-6	-36%	0.0	970	i	0.14	-0.22	-0.07	0.78	i	-4	-4	477	3.3	2.7	6.3	·	·
COc1ccc(C(=O)OCC(=O)Nc2cc(C)on2)c(OC)c1OC	12	-5	18%	1.4	1062	i	-0.78	-0.31	0.083	1	i	16	1	682	5.1	2.3	23	0.9	1251
CCOc1ccccc1-n1c(SCC(N)=O)nnc1-c1ccccc1	11	18	-8%	-1.1	960	i	-0.69	-0.33	-0.34	0.63	i	0	·	·	5.2	4.1	4.2	·	·
CCOC(=O)c1c(-c2ccccc2)oc2ccc(OC(C)=O)cc12	-8	-37	-13%	0.1	953	i	1.7	-0.28	0.81	-0.88	i	7	·	·	4.4	1.1	4.2	0.04	1348
C[C@@H]1OC(Nc2ccc(N=Nc3ccccc3)cc2)[C@H](O)[C@H](O)[C@H]1O (stereo partly drawn)	·	·	-39%	-3.2	1146	i	-0.34	0.073	-0.15	0.72	·	·	-3	685	·	·	·	0.29	1438
CCOc1ccc(-c2cc(C(=O)O)c3ccccc3n2)cc1	0	0	-91%	0.2	1169	i	-0.9	-0.22	-0.46	0.24	i	1	3	770	1.6	1.5	7.1	0.26	972
Cc1cc(C)c(-n2nnnc2SC(C)C)c(C)c1	4	-2	-6%	·	·	i	0.054	0.26	0.24	0.13	i	-12	-14	614	3.5	2.0	7.1	0.44	1224
CCCNC(=O)Cn1cnc2sc(C(=O)Nc3cc(OC)c(OC)c(OC)c3)c(C)c2c1=O	-12	1	5%	·	·	i	-0.97	-0.31	-0.59	1.4	i	2	1	789	2.2	0.8	5.5	-0.58	959
O=C(O)c1ccccc1-c1ccccc1C(=O)Nc1cccc2ccccc12	-8	-6	2%	-1.1	1399	i	-0.17	-0.17	0.62	-0.26	i	14	·	·	3.2	2.2	6.0	0.63	1547
CCOC(=O)c1[nH]c(C)c(C(=O)NC(C)CC)c1C (stereo not drawn)	9	6	8%	-6.5	1207	i	-0.47	-0.19	-0.087	0.017	i	-2	·	·	6.5	2.7	6.1	2.4	1093
COc1ccc(Cc2nc(-c3ccccc3)no2)cc1	-14	7	-57%	-0.6	1065	i	-0.71	-0.12	-0.069	0.62	i	3	-2	665	2.2	1.8	15	-0.27	1831
CN(C(=O)/C=C/c1ccco1)c1ccccc1C(=O)O	10	-2	-13%	0.0	1090	i	1.3	-0.29	0.57	-0.69	i	6	-11	681	2.3	1.7	5.4	·	·
CCCCCCC12CCC(C(=O)O)(CC1)CC2	4	20	16%	·	·	i	0.86	-0.14	0.38	-2	i	4	-6	722	5.3	1.6	3.6	·	·
CCN1C(=O)CC(N2CCC(Nc3ccc(F)cc3)CC2)C1=O (stereo not drawn)	9	-6	0%	·	·	i	-0.38	-0.22	-0.56	-0.22	i	4	20	716	3.0	1.5	5.1	0.57	1254
COCc1nnc(NC(=O)CCc2ccccc2)s1	4	-6	10%	0.5	969	i	-0.42	-0.26	-0.21	0.18	i	-8	8	735	2.6	2.3	4.8	-0.64	1295
NC1=NC(=Nc2ccc(S(N)(=O)=O)cc2)c2ccccc21	·	·	6%	1.1	1374	i	-0.32	-0.23	-0.18	0.82	·	·	22	784	·	·	·	-0.76	1113
S=c1[nH]nc(-c2cccs2)n1Cc1ccccc1	-4	-6	18%	0.9	1532	i	-0.34	-0.3	-0.19	-0.033	i	-17	27	696	2.1	0.6	7.0	·	·
COc1ccc(CNC(=O)CCSCc2cccc(Cl)c2)cc1	-3	-21	13%	-1.3	1079	i	0.035	-0.23	0.0057	0.84	i	-1	-22	722	2.7	2.4	9.7	-0.03	1548
CCCCNC(=O)c1cc2c(=O)n3cccc(C)c3nc2n(Cc2ccncc2)c1=N	-3	11	13%	-4.0	1110	i	-0.04	-0.2	0.21	0.16	i	0	4	645	2.6	2.1	5.4	-0.57	1715
C=CCc1cccc(/C=N/c2nc3ccccc3n2CC)c1O	-11	1	-4%	-2.0	1139	i	0.18	-0.089	0.41	1.1	i	8	4	656	5.4	3.4	7.5	-0.8	1872
